EPAC2 antagonist – antagonists of human EPAC2; EPAC2 GEF exchange of Rap1B-BODIPY-GDP, fluorescence; Q8WZA2; Potency, µM (titrated, usually from 114 µM), for the others: at the highest dose activity, negative = inhibition, most hits filed as inhibitors; 360,000 compounds, 0.18% hits; further: potency means the concentration at half of the fitted maximal effect; on the % scale 0 is the no-effect control and ±100 the full control effect; nearly all actives have a fitted effect of over 45% in size; many of its hits are not listed in these tables
Target sequence (Q8WZA2 whole entry, looked up): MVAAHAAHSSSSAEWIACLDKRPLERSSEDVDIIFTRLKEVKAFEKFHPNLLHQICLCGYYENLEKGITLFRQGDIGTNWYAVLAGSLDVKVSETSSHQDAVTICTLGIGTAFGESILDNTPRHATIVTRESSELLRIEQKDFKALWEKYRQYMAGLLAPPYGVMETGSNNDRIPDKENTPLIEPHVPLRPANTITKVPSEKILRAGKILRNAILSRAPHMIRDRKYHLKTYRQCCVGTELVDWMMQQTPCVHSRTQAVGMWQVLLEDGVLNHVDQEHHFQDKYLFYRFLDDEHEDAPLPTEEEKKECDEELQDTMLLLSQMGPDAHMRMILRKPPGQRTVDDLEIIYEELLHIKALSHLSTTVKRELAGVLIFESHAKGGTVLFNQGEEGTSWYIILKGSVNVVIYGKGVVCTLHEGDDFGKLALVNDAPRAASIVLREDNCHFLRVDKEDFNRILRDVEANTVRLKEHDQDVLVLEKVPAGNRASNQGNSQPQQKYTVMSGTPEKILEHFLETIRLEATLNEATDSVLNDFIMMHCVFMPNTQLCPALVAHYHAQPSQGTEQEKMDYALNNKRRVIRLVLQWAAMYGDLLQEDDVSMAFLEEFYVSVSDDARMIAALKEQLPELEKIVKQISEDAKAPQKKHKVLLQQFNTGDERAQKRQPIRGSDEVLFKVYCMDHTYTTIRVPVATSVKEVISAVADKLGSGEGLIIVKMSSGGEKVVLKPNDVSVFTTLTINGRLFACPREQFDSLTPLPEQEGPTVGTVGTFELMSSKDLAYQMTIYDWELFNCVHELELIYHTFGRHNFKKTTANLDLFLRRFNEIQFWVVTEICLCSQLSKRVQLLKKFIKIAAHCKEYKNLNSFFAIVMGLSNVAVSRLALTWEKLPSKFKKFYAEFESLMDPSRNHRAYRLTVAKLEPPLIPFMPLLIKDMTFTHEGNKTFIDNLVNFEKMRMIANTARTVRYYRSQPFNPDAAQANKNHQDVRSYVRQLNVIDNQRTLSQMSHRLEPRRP
D3 ag – activates the human D3 dopamine receptor. max activation, %. AID 652048. 410,000 compounds, 0.58% hits. D3R DiscoveRx beta-arrestin cells, luminescence, 90 min; in the data active means max activation above about 30%; further: 0% is about no effect; mostly tested at two doses, the higher about 12 µM
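Agonist mode: compounds and dopamine controls were applied to plated cells for 90 min at 37 degrees C after an overnight attachment at 1500 cells/well. Luminescent read-out followed 30 - 60 minutes at room temperature with DiscoveRx detection reagent.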
EPAC2 ag – EPAC2 (human) agonism; 360,000 compounds, 0.079% hits; EPAC2 activation, biochemical qHTS; response scale: 100% = 6.5 mM cAMP response; Q8WZA2; AID 720711; Potency, µM (highest dose often 154 µM), for the others: at the top dose activation, hits mostly activators; further: potency means the concentration at half of the fitted maximal effect; nearly all actives have a fitted effect of over 50% in size
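Compounds were titrated in qHTS against a Rap1B-BODIPY-GDP (250 nM) complex with EPAC2 (100 nM) and GDP (50 uM). BODIPY-GDP release tracked at 480/540 nm over 30 min at room temperature, normalized to 6.5 mM cAMP.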
aSyn yeast inh – rescues yeast growth from alpha-synuclein toxicity. Yeast expressing alpha-synuclein, growth rescue, BacTiter-Glo, 24 h. Potency, µM (series often up to 46.1 µM), inactives show top-dose growth rescue (activation), usual class: activators. 370,000 compounds, 0.14% hits; further: potency means the concentration at half of the fitted maximal effect; % of control where 0% means no effect; nearly all actives have a fitted effect of over 65% in size
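Rescue of yeast growth: cells expressing toxic alpha-synuclein, induced in galactose at OD600 0.02, incubated with compound 24 h at 30 C. ATP luminescence quantified growth; inhibitors of toxicity appear as activators.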
FUS yeast rescue – FUS proteinopathy suppression in yeast; S. cerevisiae FUS-expressing, growth rescue, OD600, 24 h; Potency, µM (doses to about 76.6 µM), for inactives: top-dose growth rescue (activation), usual class: activators; 390,000 compounds, 0.24% hits; AID 1347120;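 further: potency means the concentration at half of the fitted maximal effect; plate controls were DMSO vehicle for no effect and reference control for full effect; nearly all actives have a fitted effect of over 55% in size; some results filed as inactive show a strong effect at the top dose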
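Yeast expressing FUS under galactose induction, OD 0.005 in 2% galactose medium; compounds in a dilution series, 24 h at 30C. Growth rescue by absorbance at 600 nm; CP55940 positive control, DMSO negative.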
DRD3 antagonist – antagonists of human D3 dopamine receptor | D3R cells, DiscoveRx beta-arrestin luminescence, antagonist mode; stronger effect = lower value | max response, negative = inhibition, % | 360,000 compounds, 2.5% hits | AID 652054; in the data active means max response below about -50%; inconclusive means no clear call, values can overlap the other calls; further: on the % scale 0 is the no-effect control and ±100 the full control effect; mostly tested at two doses, the higher about 12 µM
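Cells expressing the human receptor were seeded at 1500 cells/well, incubated overnight at 37 degrees C in 5% CO2, then exposed to library compounds with dopamine controls for 90 minutes at 37 degrees C before luminescent detection.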
TDP43 rescue – inhibitors of TDP-43 toxicity in yeast; TDP-43 expressing yeast growth rescue, BacTiter-Glo, 24 h; Potency, µM (highest dose often 46.1 µM), for the others: at the top dose growth rescue (activation), actives largely listed as activators; 410,000 compounds, 1.8% hits; AID 652104; further: potency means the concentration at half of the fitted maximal effect; % of control where 0% means no effect; nearly all actives have a fitted effect of over 50% in size
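Luminescence from BacTiter-Glo reports growth of TDP-43-expressing yeast after 24 hr at 30 deg C with compound. Cells were raffinose-pregrown to mid-log, then seeded in galactose medium at OD600=0.02.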
Abeta yeast res – A-beta toxicity reversal in yeast. Potency, µM (highest dose often 46.1 µM), for the others: at the top dose growth rescue, most hits filed as activators. 410,000 compounds, 0.063% hits. yeast expressing A-beta42, growth rescue, OD600, 48 h; response scale: 0% DMSO, 100% iron-clioquinol control. AID 1347071; further: potency means the concentration at half of the fitted maximal effect; nearly all actives have a fitted effect of over 55% in size
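Yeast A-beta toxicity model in growth medium with pinned compounds, 48 h at 30 C; growth read as absorbance at 600 nm. Normalized to FeCl3/clioquinol equimolar mix (positive) and DMSO (negative).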
An asterisk follows results filed as active; ? = inconclusive; . = not tested or not shown; & = joins results of further samples; [ ] = another dose, or the depositor's remark. Unless noted, the call rests on the fitted dose curve; in most records, active means well fitted curve in the direction sought with a large enough effect; inconclusive means small, poorly fitted or top-dose-only effect, or another doubt; inactive means no such curve, though single readings can be large; an effect the other way counts as inactive or inconclusive. The list is partial; rates above refer to the full screens.

SMILES	EPAC2 antagonist	D3 ag	EPAC2 ag	aSyn yeast inh	FUS yeast rescue	DRD3 antagonist	TDP43 rescue	Abeta yeast res
O=C(CSc1nc2[nH]ncc2c(=O)[nH]1)Nc1ccc(Cl)c(Cl)c1	9.1%	-6.4	8.3%	-3.0%	5.8%	?	13.8%	2.9%
COc1ccccc1NS(=O)(=O)c1cc(C(=O)NCC(c2ccc(F)cc2)N2CCOCC2)ccc1C (stereo unspecified)	-9.6%	-9.1	0.0%	-0.9%	15.1%	-3.9	-12.2%	-0.6%
CCCCCc1c(Cc2ccccc2)ncn1CCc1ccccc1OC	-24.4%	-7.2	?	-3.4%	22.0%	-13.9	7.3%	-9.0%
Cc1ccc(Cn2c(SCc3ccc(C(=O)NCCc4ccccc4)cc3)nc3ccncc32)cc1	.	-31.5	.	.	?	.	6.5%	-4.1%
CCOC(=O)c1ccc(N2C(=O)c3n[nH]c(C)c3C2c2ccccc2OC)cc1 (stereo unspecified)	.	-11.7	.	.	29.9%	.	?	-6.2%
NC(=O)c1c(NC(=O)Cc2cccs2)sc2c1CCC2	8.8%	0.9	0.2%	-0.2%	3.1%	29.2	17.8%	-6.3%
C=CCN(c1ccc(C(=O)Nc2cccc([N+](=O)[O-])c2)cc1)S(C)(=O)=O	-13.7%	-0.3	8.4%	-1.9%	12.4%	-1.8	15.7%	-0.5%
C[C@@H]1CCCCO[C@@H](CN(C)CC2CCCCC2)[C@@H](C)CN([C@H](C)CO)C(=O)c2cc(NS(=O)(=O)c3ccc(Cl)cc3)ccc2O1	-17.5%	-3.4	-5.5%	0.7%	35.0%	-5.1	10.9%	2.3%
N/C(=N\c1nc2ccccc2o1)NC(=O)c1ccccc1F	11.8%	0.0	-0.8%	2.0%	-11.2%	6.8	12.8%	4.8%
CCOC(=O)C1=CC[C@@H](c2ccccc2)N(S(=O)(=O)c2ccc(C)cc2)[C@H]1c1cccc(OC)c1	6.0%	2.6	7.7%	5.3%	29.8%	11.2	?	18.6%
C/C(NC1CCCC1)=C(/C#N)C(N)=O	2.2%	21.5	-13.5%	-10.6%	5.3%	-12.1	-9.6%	4.1%
CC(=O)Nc1cccc(NC(=O)c2cc([N+](=O)[O-])ccc2N2CCCCC2)c1	0.3%	-2.7	11.3%	6.7%	?	-26.2	15.0%	-2.8%
COc1c(S(=O)(=O)n2nc(C)cc2C)ccc(Cl)c1Cl	-8.6%	-5.0	1.3%	12.8%	-0.8%	-2.4	?	-11.9%
CC(=O)c1sc(-c2cccc(Cl)c2)nc1C	-8.8%	3.2	23.1%	5.9%	-18.7%	1.3	15.3%	-14.4%
CCCc1cc(=O)[nH]c(SCC(=O)NC2CCCCCCC2)n1	-3.4%	1.0	4.8%	13.3%	0.2%	15.2	-12.0%	14.8%
COc1ccc(N=C(N(C)C)P(=O)(N(C)C)N(C)C)cc1	4.2%&5.8%	1.7&1.5	7.2%&-7.8%	-2.3%&1.9%	23.9%&-12.6%	2.1&2.8	-10.1%&9.3%	6.2%&4.9%
CS(=O)(=O)c1ccc(Cl)c(NC(=O)COC(=O)CNC(=O)c2ccc3ccccc3c2)c1	-12.5%	3.2	3.5%	-1.5%	-1.3%	-4.8	2.6%	1.8%
COc1ccc(NC(=S)NC2CC3CCCC(C2)N3C2CC2)cc1 (stereo unspecified)	1.3%	2.1	4.8%	3.0%	8.7%	13.4	4.5%	6.8%
O=C1c2ccccc2S(=O)(=O)N1CC(O)Cn1ccc2ccccc21 (stereo unspecified)	9.7%	2.2	1.1%	15.3%	.	0.0	4.6%	0.0%
CCOc1ccc(NC(=O)CSc2ccc3nnc(-c4ccccn4)n3n2)cc1	0.0%	0.4	-4.2%	0.1%	-12.9%	23.2	0.9%	0.5%
O=C(NCC1CCCCC1)c1cc(-c2cc(F)ccc2OCC2CCCO2)n[nH]1 (stereo unspecified)	-2.8%	-7.5	15.1%	-7.7%	34.9%	-2.9	?	-8.1%
Cc1cc(C(O)c2ncc(-c3ccccc3C)[nH]2)ccc1F (stereo unspecified)	3.9%	-1.5	12.2%	4.5%	-12.4%	31.9	?	3.1%
O=C(/C=C/c1ccc([N+](=O)[O-])cc1)OCC(=O)N1CCOCC1	-19.1%	-0.9	4.6%	-4.4%	.	16.5	-11.3%	-10.0%
CCOC(=O)NCc1ccc(S(=O)(=O)Nc2ccc(C)cc2)cc1	0.7%	1.7	-9.0%	6.3%	25.1%	8.4	3.4%	25.8%
COc1ccc(CCN=C(N)NS(=O)(=O)c2ccccc2)cc1	0.0%	0.8	13.7%	0.3%	-4.2%	11.4	-5.5%	7.8%
(listing goes on)
SMILES	EPAC2 antagonist	D3 ag	EPAC2 ag	aSyn yeast inh	FUS yeast rescue	DRD3 antagonist	TDP43 rescue	Abeta yeast res
CNc1cccc(-c2ccccc2CO)n1	4.5%	-9.9	5.5%	-0.1%	-14.4%	?	9.1%	-11.1%
CC(C)NC(=O)c1ccc(-c2cccc(C(F)(F)F)c2)o1	13.4%[57.1 µM]	-1.7	7.9%	-1.6%	-16.0%	11.3	-1.3%	4.1%
Cc1oc(-c2cccc(Cl)c2)nc1CSc1nc2c(c(=O)[nH]1)CCC2	6.8%	8.2	3.9%	-1.3%	-20.8%	165.4	4.7%	-15.1%
COC(=O)[C@H](C)NC(=O)Nc1ccc(Oc2ccccc2)cc1	-6.4%	0.5	3.7%	-3.7%	-3.5%	14.4	-5.2%	?
CC1=CC(C)C2C(=O)N(CCC[N+](C)(C)C)C(=O)C2C1 (stereo unspecified)	2.6%	-8.5	0.9%	-4.2%	-11.2%	9.4	18.8%	14.5%
CC1=C/C(=C(/c2ccc(O)c(C)c2)c2ccccc2S(=O)(=O)O)C=CC1=O	-4.9%	-19.4	8.0%	-4.6%[1.84 µM]	14.2%	-55.6*	1.3%	-3.1%
CC(=O)N/C(=C/c1ccc(OS(=O)(=O)c2ccc(C)cc2)cc1)C(=O)NCCCO	-2.5%	2.0	3.4%	2.2%	6.1%	22.2	2.5%	8.2%
CCOC(=O)c1c(NC(=O)CC2Sc3ccc(C(F)(F)F)cc3NC2=O)sc(C)c1C (stereo unspecified)	12.0%	-1.0	-12.5%	8.1%	.	14.5	23.0%	0.5%
Cc1ccc2nc(SCC(=O)Nc3cccc([N+](=O)[O-])c3)[nH]c2c1	-8.0%	-17.5	12.6%	1.4%	6.2%	-52.1*	-5.2%	8.1%
CCOC(=O)[C@H]1[C@H]2COc3ccc(Cl)cc3[C@@H]2N2C(=O)[C@@H](CO)NC(=O)[C@@]12C	2.2%	-15.4	8.4%	-2.5%	-2.7%	-11.0	0.5%	-4.6%
COc1ccc(OC)c(NC(=O)COC(=O)CCNc2ccccc2OC)c1	-4.6%	-0.2	19.9%	-2.6%	14.1%	-6.0	-1.5%	-3.7%
Cc1cc(S(=O)(=O)N2CCN=C2c2ccccc2)ccc1F	-2.3%	-8.3	-2.2%	-1.5%	9.4%	-4.0	-9.9%	-1.1%
COC(=O)c1ccc2c(=O)n3nc(Nc4ccc(F)cc4F)sc3nc2c1	.	3.5	.	.	-15.6%	.	12.6%	-4.9%
Cc1ccc2oc(=O)n(CCCOc3ccccc3C)c2c1	?	-12.7	9.3%	5.0%	32.9%	0.0	21.1%	-6.6%
CCOc1ccc(NC(=O)CC(Cc2cc(C)cc(C)c2)C(=O)O)cc1 (stereo unspecified)	-27.7%	4.2	13.9%	5.0%	26.0%	-5.5	4.8%	8.2%
Cc1ccc(NC(=O)c2ccc(S(=O)(=O)N3CCCCC3)cc2)nc1	3.4%	-18.5	8.5%	10.3%	12.7%	5.0	28.5%	-4.6%
CSc1c(C#N)sc(=S)n1-c1ccc(C)cc1	-8.7%	-3.3	2.4%	4.0%	11.0%	7.3	25.9%	-4.9%
CS(=O)(=O)N(CC(=O)NCCSCc1ccccc1)c1cc(C(F)(F)F)ccc1Cl	.	-10.4	.	.	43.1%	.	?	0.6%
O=C(CCCN1C(=O)C2C3C=CC(C3)C2C1=O)N1CCN(c2ccccc2)CC1 (stereo unspecified)	4.4%	0.4	4.6%	1.1%	3.6%	115.3	-0.6%	18.0%
Cn1cnc2c(SCc3ccccc3)ncnc21	-5.1%	10.3	5.7%	5.6%	-6.2%	8.3	24.0%	5.5%
COc1cccc(C(=O)NCc2ccc(N3CCN(C(=O)OC(C)(C)C)CC3)cc2)c1	-6.3%	0.5	6.0%	2.1%	-4.0%	12.7	15.0%	11.9%
O=C(/C=C/c1ccco1)N1CCN(S(=O)(=O)c2cccs2)CC1	-1.0%	7.3	2.5%	0.4%	19.5%	-10.6	-8.7%	-4.6%
Cc1cc(C)nc(N/N=C/c2cn[nH]c2-c2ccc(F)cc2)n1	-4.2%	3.0	3.7%	0.9%	20.4%	-24.3	20.2%	4.6%
COc1ccc(N(C2CSC2)S(=O)(=O)c2ccccc2)cc1	-1.6%	-10.8	13.1%	?	8.2%	-5.4	?	-36.7%[inhibitor]
CCC(C(=O)NN1C(=O)c2ccccc2C1=O)c1ccccc1 (stereo unspecified)	4.0%	-1.5	-1.0%	2.4%	9.5%	-3.9	4.3%[9.22 µM]	14.6%
Cc1c(CN2CCC(Oc3ccc(C(=O)N4CCCCC4)cc3)CC2)cnn1C	5.0%	-3.1	5.1%	-0.3%	6.8%	-20.0	-1.7%	-5.3%
CNCC(O)c1ccc(O)c(O)c1 (stereo unspecified)	8.7%	137.0*	1.8%	2.0%&0.9%	-16.8%	13.1	0.0%	-8.7%
C=C(C)Cn1c(CCn2c3ccccc3c3ccccc32)n[nH]c1=S	9.7%	-2.8	-12.0%	-5.0%	-12.8%	?	17.7%	?
COc1ccc(N2CCN(C(=O)c3oc4ccccc4c3NC(=O)c3ccccc3OC)CC2)cc1	.	-1.9	.	.	27.0%	.	-18.1%	-6.2%

Some of the entries so far, as a markdown table:
| Structure | EPAC2 antagonist | D3 ag | EPAC2 ag | aSyn yeast inh | FUS yeast rescue | DRD3 antagonist | TDP43 rescue | Abeta yeast res |
| --- | --- | --- | --- | --- | --- | --- | --- | --- |
| CCOC(=O)c1c(NC(=O)CC2Sc3ccc(C(F)(F)F)cc3NC2=O)sc(C)c1C (stereo unspecified) | 12.0% | -1.0 | -12.5% | 8.1% | . | 14.5 | 23.0% | 0.5% |
| CNc1cccc(-c2ccccc2CO)n1 | 4.5% | -9.9 | 5.5% | -0.1% | -14.4% | ? | 9.1% | -11.1% |

Screening results (PubChem BioAssay)
